Bioassay records from PubChem.
Ecoli viability: counter-screen for AddAB inhibitors: E. coli growth inhibition. E. coli V3065 growth, OD600 absorbance, 18 h. inhibition, % at 11.9 µM. actives 0.27% (n = 330,000);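 active = inhibition above the campaign's mean inhibition across all tested compounds plus 3 SD, cut at about 9.9% in these data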;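 note: uninfected addAB+ strain grown without phage in ampicillin broth; 0% = DMSO wells and 100% = ciprofloxacin 0.95 µg/ml wells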
HTR5A ag: counter-screen for OPRM1-OPRD1 agonists: human HTR5A agonism | HTR5A agonist assay, luminescence, cell-based | activation, % at 9.3 µM | actives 0.61% (n = 340,000) | AID 504692; in the data active = activation mostly above about 9.5%, no sharp cut-off; inactive = mostly below about 7.6%;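 note: 0% = cells with vehicle only and 100% = reference agonist; strong numbers were not always called active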
CDK5 p35 inh: inhibitors of human CDK5/p35 kinase; Q00535+Q15078; Recombinant CDK5/p35, ADP-Glo luminescence, 60 min; inhibition, % at 10 µM; actives 0.01% (n = 330,000); AID 488839;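 active = highest replicate inhibition of at least 50% and at least 75% of replicates reaching 50%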;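 note: plate controls were DMSO neutral control for no effect and GW8510 at 10 µM for full effect; many of its hits are not listed in these tables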
phage Ecoli inh: E. coli growth loss with phage present; growth absorbance; inhibition, % at 11.9 µM; actives 0.26% (n = 360,000); in the data active = inhibition above about 11%
SUMO Mot1 rescue: SUMOylation pathway inhibition by Mot1-301 growth rescue. growth rescue, % at 18.8 µM. S. cerevisiae Mot1-301 growth rescue, ATP luminescence, 38.5C; percent above DMSO median, 100 means doubled. actives 1% (n = 320,000);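 active = every valid replicate shows activation above 250% relative to neutral control wells; inactive = the rest, any valid replicate at or below 250%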;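 note: OY570 slx delta 5 strain wells were the positive control but not used for scaling; some compounds called inactive have numbers as strong as hits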
PKA-R2B activ: activates the human PKA-R2B holoenzyme complex. P22694+P31323. actives 0.079% (n = 340,000). activation, % at 11.4 µM. PKA-R2B holoenzyme dissociation, Cy5-IP20 fluorescence polarization; R2B truncated from residue 108, S112A mutant; 0% DMSO only, 100% 113 µM cGMP;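 active = activation above a cutoff set at the mean over all compounds plus 3 SD, cut at about 18% in these data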;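 note: higher means more holoenzyme dissociation and a rise in polarization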
Target sequence (P31323 whole entry, looked up, other chains not shown, the tested form may be a part): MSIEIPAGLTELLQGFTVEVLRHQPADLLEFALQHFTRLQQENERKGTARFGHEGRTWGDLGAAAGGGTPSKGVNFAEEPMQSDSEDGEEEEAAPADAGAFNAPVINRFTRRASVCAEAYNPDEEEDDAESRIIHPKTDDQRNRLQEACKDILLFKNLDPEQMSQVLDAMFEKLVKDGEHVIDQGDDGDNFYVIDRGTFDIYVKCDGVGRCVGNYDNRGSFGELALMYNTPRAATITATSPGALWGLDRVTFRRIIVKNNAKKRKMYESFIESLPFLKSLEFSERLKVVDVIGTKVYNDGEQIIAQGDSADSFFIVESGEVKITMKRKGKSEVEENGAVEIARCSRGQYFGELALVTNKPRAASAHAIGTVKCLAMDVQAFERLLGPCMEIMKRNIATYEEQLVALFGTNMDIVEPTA
AddAB inh: less growth of phage-infected E. coli with AddAB. E. coli expressing H. pylori AddAB, absorbance growth. AID 435030. inhibition, % at 11.9 µM. actives 0.29% (n = 330,000); in the data active = inhibition above about 12%;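 note: 0% = vehicle wells of infected cells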
HTR5A inv ag: counter-screen for OPRM1-OPRD1 inverse agonists: human HTR5A inverse agonism. P47898. HTR5A cell line, luminescence. inhibition, % at 9.3 µM. actives 0.083% (n = 340,000); in the data active = inhibition mostly above about 23%, no sharp cut-off; inactive = mostly below about 18%;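 note: 0% = cells with DMSO and 100% = no-cell wells with DMSO; some compounds called inactive have numbers as strong as hits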
DAGLB inhibitor: diacylglycerol lipase beta (human) inhibition; inhibition, % at 5.17 µM; Q8NCG7; HEK293T DAGLB membrane lysate, EnzChek fluorogenic substrate; actives 0.059% (n = 340,000); in the data active = inhibition above about 34%;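 note: 0% = enzyme with vehicle and 100% = wells lacking enzyme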
Target sequence (Q8NCG7 whole entry, looked up): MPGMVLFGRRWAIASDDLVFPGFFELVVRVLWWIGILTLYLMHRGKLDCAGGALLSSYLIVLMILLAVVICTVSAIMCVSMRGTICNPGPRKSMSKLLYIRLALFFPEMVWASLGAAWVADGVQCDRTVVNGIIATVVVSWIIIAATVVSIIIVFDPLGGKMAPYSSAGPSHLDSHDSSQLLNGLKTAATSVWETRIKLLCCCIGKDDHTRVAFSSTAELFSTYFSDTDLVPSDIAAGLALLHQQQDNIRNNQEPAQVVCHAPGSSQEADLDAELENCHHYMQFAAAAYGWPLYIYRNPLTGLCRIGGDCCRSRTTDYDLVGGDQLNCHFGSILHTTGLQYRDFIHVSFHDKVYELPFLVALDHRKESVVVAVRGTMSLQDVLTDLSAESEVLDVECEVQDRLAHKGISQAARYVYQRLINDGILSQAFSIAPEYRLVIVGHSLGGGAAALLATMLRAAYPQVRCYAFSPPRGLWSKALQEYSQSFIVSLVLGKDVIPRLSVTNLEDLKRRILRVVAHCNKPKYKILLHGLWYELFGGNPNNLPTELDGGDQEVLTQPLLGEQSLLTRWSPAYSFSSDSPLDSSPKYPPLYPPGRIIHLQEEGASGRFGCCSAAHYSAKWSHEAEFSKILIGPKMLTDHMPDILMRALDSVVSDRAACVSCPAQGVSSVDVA
PKA-R1A act: activates the PKA-R1A holoenzyme complex; activation, % at 11.4 µM; PKA-R1A dissociation, Cy5-IP20 fluorescence polarization; scaled: DMSO 0%, 113 µM cGMP 100%; actives 0.083% (n = 340,000); AID 504707;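 active = percent activation above the mean of all tested compounds plus 3 SD, cut at about 19% in these data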;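 note: higher means more PKAc released from R1A so a rise in polarization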
Tat export inh: blocks Tat-dependent protein export in E. coli | E. coli MC4100 TorA-mCherry Tat export, fluorescence | inhibition, % at 10 µM | actives 0.036% (n = 340,000);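 active = mean replicate inhibition at least 50% and at least half of replicates individually reaching 50%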;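 note: exported cargo escapes ClpAP degradation while cytoplasmic cargo is degraded and loses fluorescence; 0% = median of neutral control wells and 100% = median of NaSCN control wells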
Starred values were filed as active, the others as inactive; · = no result given.

SMILES	Ecoli viability	HTR5A ag	CDK5 p35 inh	phage Ecoli inh	SUMO Mot1 rescue	PKA-R2B activ	AddAB inh	HTR5A inv ag	DAGLB inhibitor	PKA-R1A act	Tat export inh
Cc1ccc(-c2nn(C)c(=O)c3ccccc23)cc1S(=O)(=O)N1CCCC1	0.5	6	3.7	2.5	-13	-6	0.4	-19	1	-5	-1
CCC1(c2ccc(F)cc2)NC(=O)N(CC(=O)Nc2ccc(C(N)=O)cc2)C1=O (stereo not drawn)	2.1	2	1.1	-6.7	139	8	3.7	-4	-3	0	-3
O=C(O)CC1(CC(=O)NCc2ccncc2)CCCCC1	1.2	3	-1.4	3.3	-4	-6	0.9	-4	-7	1	-9
CCCN(C1CCS(=O)(=O)C1)S(=O)(=O)c1ccc2ccccc2c1 (stereo not drawn)	-2.5	2	-0.8	0.6	7	5	-0.6	-9	-1	-2	11
FC(F)(F)c1ccc2c(c1)[nH]c(=S)n2C1CC1	-1.3	1	2.0	2.1	-11	-4	1.5	-23	2	-7	0
CC(C)(C)n1ncc2c(=O)n(CC(=O)N3CCCCC3)cnc21	-0.8	-2	2.2	-1.8	-6	-3	3.0	5	3	-7	2
CC(C)(C)OC(=O)N1CCC(CC2CC(c3ccc(Cl)cc3)=NO2)(C(=O)NCC2CCCCC2)CC1 (stereo not drawn)	-1.9	2	1.0	-0.6	-20	7	3.2	13	4	-8	0
NC(=O)COc1ncnc2scc(-c3ccc(F)cc3)c12	-2.7	0	0.5	-2.9	1	3	1.5	-1	4	4	4
CCC(C)(C)n1nnnc1C(c1cc2cc(OC)ccc2[nH]c1=O)N1CCc2ccccc21 (stereo not drawn)	-0.5	-5	0.3	0.6	-17	-4	0.3	-10	2	2	4
CCCSc1nnc(NC(=O)c2ccco2)s1	3.7	5	-2.5	2.8	5	-8	1.7	-17	-1	-7	10
Cc1cccc(C(=O)Oc2cc(C)[nH]c(=O)c2[N+](=O)[O-])c1	-3.1	-2	-0.4	-1.2	-31	-6	2.9	8	-2	9	-2
CCc1ccc(OC(C)C(=O)N(Cc2ccccc2)C2CCS(=O)(=O)C2)cc1 (stereo not drawn)	-1.4	-3	-2.0	0.6	-5	2	1.7	8	-1	-4	1
CN(Cc1cccnc1)C(=O)CCCc1c[nH]c2ccccc12	-3.0	-2	0.7	-1.4	165	5	2.2	6	0	-11	-1
O=C(Nc1ccon1)c1cc(-c2ccccc2)nc2ccccc12	-0.1	5	0.2	5.7	3	-1	2.0	-9	-2	-9	9
COc1ccccc1N1CCN(C(=O)c2cccc(S(=O)(=O)Nc3ccccc3F)c2)CC1	0.3	4	-0.5	-1.4	-8	2	1.3	4	4	6	-4
Cc1ccc(S(=O)(=O)N(C)C)cc1NC(=O)COC(=O)/C=C/c1ccc(F)cc1	-1.8	1	0.5	-1.1	7	-1	0.3	6	2	-10	1
CC(C)c1cc(C(=O)N2CCCC(N3CCN(c4ccccc4F)CC3)C2)nc(N)n1 (stereo not drawn)	-0.5	2	0.1	0.9	8	1	1.5	5	2	3	-3
C=CCN1C(=O)C(Cc2ccc(Br)cc2)S/C1=N\N=C\c1ccco1 (stereo not drawn)	-3.0	2	1.0	3.2	9	2	3.0	10	-12	7	-4
COc1ccccc1OCCNC(=O)c1ccccc1OCc1c(C)noc1C	1.1	1	-0.3	2.0	-11	-4	3.4	-3	0	11	3
Nc1nc(-c2ccc(Cl)cc2)nc(-c2ccc(Cl)cc2)n1	2.7	-3	-0.9	1.1	942*	-3	1.9	4	-2	-5	-3
CC1(c2cc(F)ccc2F)NC(=O)N(CC(=O)Nc2cccc(S(=O)(=O)N3CCCC3)c2)C1=O (stereo not drawn)	-2.8	-4	-1.9	0.1	-27	-1	0.9	10	1	5	2
O=C(Oc1ccc(N(C(=O)c2ccncc2)S(=O)(=O)c2ccc(Cl)cc2)cc1)c1ccncc1	-0.4	-2	-0.9	2.9	49	2	-0.3	6	3	-2	4
CCOc1ccc(OCc2ccc(C(=O)NC(C)(C)C)o2)cc1	·	-3	1.7	1.9	-8	-13	·	-1	-4	-6	2
Cc1cc(C)c(OCC(=O)NCCCn2nc(C)cc2C)c(C)c1	-1.4	5	-0.3	-0.5	5	-1	1.3	-12	-2	3	-6
Cc1ccc(S(=O)(=O)N(CC(=O)Nc2cccc([N+](=O)[O-])c2)C2CCCCC2)cc1	-1.8	9	1.3	1.9	220	0	3.8	23	-5	-6	-5
The listing continues:
SMILES	Ecoli viability	HTR5A ag	CDK5 p35 inh	phage Ecoli inh	SUMO Mot1 rescue	PKA-R2B activ	AddAB inh	HTR5A inv ag	DAGLB inhibitor	PKA-R1A act	Tat export inh
COc1ccc(S(=O)(=O)NC(C)C(=O)Nc2ccccc2F)cc1 (stereo not drawn)	-0.1	-6	3.7	2.9	-17	5	-3.1	10	2	4	-5
Cc1ccc(S(=O)(=O)c2cccc(S(=O)(=O)N3CCCC3)c2)cc1S(=O)(=O)N1CCCC1	1.3	-4	-0.3	-0.7	-14	6	1.4	10	-2	2	-17
Oc1oc(-c2ccccc2)nc1C=NCc1ccccc1	-0.9	9	-1.6	0.0	57	-3	5.4	4	-2	-6	1
Cc1ccc(C(=O)c2cnc3cc4c(cc3c2S(=O)(=O)c2ccccc2)OCCO4)cc1	-0.7	0	0.6	1.9	-3	-17	1.1	0	-9	-1	-2
O=C1CC(SCc2nc3ccccc3[nH]2)C(=O)N1c1cccc(Cl)c1 (stereo not drawn)	0.5	2	0.2	-1.9	7	-5	2.6	-4	1	2	4
CCOCCn1c(SCC)nc2c1c(=O)[nH]c(=O)n2C	-3.3	2	-0.9	-1.9	252	-2	1.6	20	1	-7	3
O=C(Nc1ccc(NC(=O)c2cccs2)cc1)c1cccnc1	1.4	-1	0.5	3.2	3	-2	-0.9	2	-1	-9	-4
C=CCn1c(SCC(=O)c2[nH]c(C)c(C(=O)OCC)c2C)nc2scc(-c3ccccc3)c2c1=O	-0.7	-2	0.7	1.5	-19	0	2.7	10	-1	-8	3
COc1ccc(Cl)cc1NC(=O)C(=O)NCc1ccncc1	-0.7	7	-0.5	4.9	4	-11	0.9	-21	-2	-16	-1
CSCCNCc1c(C(=O)N2CCOCC2)nc2c(C)cccn12	0.4	2	-0.4	2.0	156	-3	-0.8	15	0	-3	1
Oc1c(Br)cc(Br)cc1/C=N/Nc1ccc(Cl)nn1	1.3	2	-1.2	-0.4	25	-4	-0.4	-9	-2	-2	-5
CCOc1cc(NC(=S)Nc2ccc(Cl)cc2)c(OCC)cc1NC(C)=O	-1.6	0	-1.9	4.5	-6	-1	1.5	0	0	9	-1
CCN(CC)c1ccc(NC(=S)NCC2CCCO2)cc1 (stereo not drawn)	1.3	0	-1.8	2.3	-1	-6	0.3	26	2	-6	-3
C/C(=N/NC(=O)C1CCCN1C(=O)c1ccc([N+](=O)[O-])cc1)c1ccc(Br)cc1 (stereo not drawn)	·	-1	-1.5	3.7	·	-6	·	21	0	-4	10
COc1ccc(C(C(=O)NC2CCCC2)N(Cc2ccccc2)C(=O)c2nsc(Cl)c2Cl)cc1 (stereo not drawn)	-0.9	2	-0.5	2.2	13	-5	3.0	8	-10	0	12
O=C1CN(C(=O)COc2c(Cl)cccc2Cl)c2ccccc2N1	-1.9	2	0.1	4.6	5	4	-3.1	-8	2	-5	-2
CC(C)c1cc(CNC(=O)CCc2nnc(CCCCc3ccccc3)o2)on1	-2.3	-1	0.8	-2.1	-5	-15	-0.6	-3	0	-10	7
O=C(c1ccc(Br)o1)N1CCN=C1SCc1cccnc1	2.1	7	1.3	3.2	-6	-6	3.4	-20	2	8	-9
Cc1c(C#N)c(N)nc(Cl)c1C#N	-3.5	0	-2.2	2.9	5	-4	0.3	1	-1	-5	0
Cc1ccc(OCC(=O)N2CCCCC2)c(Br)c1	0.0	1	0.6	-1.1	1	-8	-0.3	-8	-4	-4	-1
CN1CCC(NC(=O)Nc2ccc(Br)cc2)CC1	1.6	7	-0.1	4.2	-24	-11	0.2	-7	-1	0	-3
Cc1ccc2nc(NC(=O)CCCc3nc4ccccc4s3)sc2c1	3.2	1	-0.9	4.2	-12	-13	0.2	-12	0	4	5
CCN(CC)c1nc2n(c(=O)n1)CCO2	-0.2	1	1.0	3.1	-2	6	3.1	-27	-1	4	2
Cc1nn(C)cc1C(C)Nc1nc2nonc2nc1N1CCCCC1 (stereo not drawn)	1.1	-1	1.8	3.7	-8	2	0.8	3	0	-1	5
O=C(Cc1cccs1)OCC(=O)c1ccco1	2.9	0	1.2	1.4	2	-2	0.6	4	-3	-9	0
CC1CCN(c2ccc([N+](=O)[O-])cc2C(N)=O)CC1	-2.5	-2	-1.9	4.1	0	-5	0.7	15	0	1	0
COc1ccc(CCN2CC(C(=O)N(C)Cc3ccccc3OC)CCC2=O)cc1 (stereo not drawn)	-2.4	-1	-1.5	0.3	4	4	4.9	3	-1	-7	-1

5 of these compounds in a different format.
Values run as follows: Ecoli viability	HTR5A ag	CDK5 p35 inh	phage Ecoli inh	SUMO Mot1 rescue	PKA-R2B activ	AddAB inh	HTR5A inv ag	DAGLB inhibitor	PKA-R1A act	Tat export inh
- O=C(Nc1ccc(NC(=O)c2cccs2)cc1)c1cccnc1
    1.4	-1	0.5	3.2	3	-2	-0.9	2	-1	-9	-4
- C=CCn1c(SCC(=O)c2[nH]c(C)c(C(=O)OCC)c2C)nc2scc(-c3ccccc3)c2c1=O
    -0.7	-2	0.7	1.5	-19	0	2.7	10	-1	-8	3
- COc1ccc(Cl)cc1NC(=O)C(=O)NCc1ccncc1
    -0.7	7	-0.5	4.9	4	-11	0.9	-21	-2	-16	-1
- CSCCNCc1c(C(=O)N2CCOCC2)nc2c(C)cccn12
    0.4	2	-0.4	2.0	156	-3	-0.8	15	0	-3	1
- Oc1c(Br)cc(Br)cc1/C=N/Nc1ccc(Cl)nn1
    1.3	2	-1.2	-0.4	25	-4	-0.4	-9	-2	-2	-5

Three of the entries above in order of their number in SUMO Mot1 rescue, high to low:
SMILES | SUMO Mot1 rescue
Cc1c(C#N)c(N)nc(Cl)c1C#N | 5
O=C(c1ccc(Br)o1)N1CCN=C1SCc1cccnc1 | -6
Cc1ccc(S(=O)(=O)c2cccc(S(=O)(=O)N3CCCC3)c2)cc1S(=O)(=O)N1CCCC1 | -14

Structures above shown as hits in SUMO Mot1 rescue.
Structure	CDK5 p35 inh	phage Ecoli inh	SUMO Mot1 rescue	PKA-R2B activ	AddAB inh	DAGLB inhibitor	PKA-R1A act	Tat export inh
Nc1nc(-c2ccc(Cl)cc2)nc(-c2ccc(Cl)cc2)n1	-0.9	1.1	942*	-3	1.9	-2	-5	-3

Outcome played no part in choosing rows. About 2.3% of those tested had a hit in this group.
